Dengue inhibitors – Dengue virus cytopathic effect inhibitors, cell-based, CPE readout, HTS (AID 540333); Dengue virus CPE inhibition in host cells; active compounds read high; CPE inhibition, % at 20 µM; 3.1% of 10,000 active; in the data active means CPE inhibition mostly above about 9.1%, no sharp cut-off; inactive means mostly below about 7.2%
Numbers without * were called inactive; i = inactive. This is a subset; rates above refer to the full screens.

The opening three compounds (preview)
SMILES	Dengue inhibitors
O=C(NCc1nc2ccccc2[nH]1)C1=C[C@H](C2CCCCC2)C[C@H](OCCCCO)O1	3.0
CCCCCCCNC(=O)C1(CC2CC(c3cccc(Br)c3)=NO2)CCNCC1 (stereo not drawn)	i
Cc1ccc(NC(=S)N2CCN(Cc3ccccc3)CC2)c(C)c1	0.8

The listing (from the top)
SMILES	Dengue inhibitors
O=C(NCc1nc2ccccc2[nH]1)C1=C[C@H](C2CCCCC2)C[C@H](OCCCCO)O1	3.0
CCCCCCCNC(=O)C1(CC2CC(c3cccc(Br)c3)=NO2)CCNCC1 (stereo not drawn)	i
Cc1ccc(NC(=S)N2CCN(Cc3ccccc3)CC2)c(C)c1	0.8
CCOc1ccc(NC(=O)CSc2ncn[nH]2)c([N+](=O)[O-])c1	i
Cc1nn2c(Nc3ccccc3)c3c(nc2c1-c1ccccc1)CCC3	0.3
O=C(N/N=C/c1ccc(O)cc1)c1nc(-c2ccccc2)n(-c2ccccc2)n1	4.9
O=C(CCl)NC(=O)NC12CC3CC(CC(C3)C1)C2	i
Clc1ccc(CNCc2cccs2)cc1Cl	i
S=C(NCc1ccncc1)Nc1ccc(Cl)cc1	0.8
O=c1cc(CSc2nnc(COc3ccccc3)n2-c2ccccc2)c2ccccc2[nH]1	1.1
Clc1ccc2nc(-c3ccncc3)cc(-c3ccccc3)c2c1	2.2
O=[N+]([O-])c1cc(-c2nc(-c3ccncc3)no2)ccc1Cl	0.9
Cc1cc(C)c(C(=O)/C=C/C=C/c2ccccc2)c(=O)[nH]1	1.7
CCCCNC(=S)NNC(=O)c1csc(C)c1C	0.0
CCO[C@H]1OC(C(=O)NCc2nc3ccccc3[nH]2)=C[C@@H](c2ccc3c(c2)OCO3)[C@@H]1CCCO	i
Cc1cccc([C@@H]2[C@@H]3C(=O)N(Cc4ccccc4)C(=O)[C@@H]3[C@]3(CC(C)C)C(=O)N(c4cccc(Br)c4)C(=O)N23)c1	1.2
C=CCNC(=O)c1onc(CSc2ccc(F)c(F)c2)c1C(=O)NCC=C	i
COc1ccc(NCc2ccc([N+](=O)[O-])s2)cc1	16.8*
COc1ccc(/C=C/C(=O)c2cc(F)ccc2OC(=O)c2ccccc2C)cc1OC	i
Cc1ccc(-c2nnc(/C=C/c3ccccc3)o2)cc1	i
O=C(O)c1ccc2c(c1)C(=O)N(NC(=O)c1ccc(O)cc1)C2=O	1.2
O=C(NC1CCCCC1)c1ccccc1NC(=S)NC(=O)C1CC1	0.4
CCOC(=O)c1c(C)[nH]c(C(=O)/C(C#N)=C/c2ccc(OCC)cc2)c1C	0.1
CCC(=O)Nc1cc(C(C)(C)C)ccc1C(C)=O	0.2
Cc1ccc(NC(=O)Cn2cnc3c(oc4nc5c(cc43)COC(C)(C)C5)c2=O)cc1	4.0
Cc1ccc(CNC(=O)COC(=O)c2cc3c(s2)CCC(C)C3)cc1 (stereo not drawn)	i
CSc1ncc(F)c(N(CCO)CCO)n1	1.1
O=C(N/N=C/C1CC=CCC1)c1ccc(Cl)cc1O (stereo not drawn)	0.6
CC(C)c1ccc(C(=O)Nc2ccc(N3CCOCC3)cc2)cc1	i
c1ccc(C2=Nc3cccc4cccc(c34)N2)cc1	0.2
COc1ccccc1OCC(=O)NCCC1=CCCCC1	0.7
Cc1ccc(C)c(OCC(=O)Nc2ccc(S(=O)(=O)Nc3ccccn3)cc2)c1	0.2
CCN(CC)S(=O)(=O)c1ccc(NC(=O)COc2nc3ccccc3nc2N2CCOCC2)cc1	0.4
Cc1ccc(/C=C/C(=O)N2CCN(c3ccc(F)cc3)CC2)o1	0.0
COc1ccc(CCN(C(=O)c2cccc(F)c2)C2CC(=O)N(c3ccccc3)C2=O)cc1 (stereo not drawn)	i
O=C(COC(=O)CCSc1ccc(Cl)cc1)Nc1ccc(F)cc1	0.1

Shown field by field: 4 of the compounds above.
SMILES: Clc1ccc2nc(-c3ccncc3)cc(-c3ccccc3)c2c1
  Dengue inhibitors: 2.2

SMILES: O=[N+]([O-])c1cc(-c2nc(-c3ccncc3)no2)ccc1Cl
  Dengue inhibitors: 0.9

SMILES: Cc1cc(C)c(C(=O)/C=C/C=C/c2ccccc2)c(=O)[nH]1
  Dengue inhibitors: 1.7

SMILES: CCCCNC(=S)NNC(=O)c1csc(C)c1C
  Dengue inhibitors: 0.0

Remaining list, next part.
SMILES	Dengue inhibitors
CCOC(=O)c1c(C)c(C(=O)Nc2cc(F)ccc2F)c(C)n1C	1.2
Cc1c(NC(=O)c2ncn[nH]2)cccc1-c1nc2ccccc2s1	0.6
COc1cc(C)ccc1OCCOc1c(C)cc(Cl)cc1Cl	0.9
O=C(c1ccc(COc2ccccc2Cl)o1)N1N=C(C(F)F)CC1(O)C(F)F (stereo not drawn)	1.2
O=C(CCc1ccc(Oc2cc([N+](=O)[O-])cc([N+](=O)[O-])c2)cc1)N1CCCCCC1	12.4*
COc1cccc(-c2c(-c3cc(OC)cc(OC)c3)n(C)c3ccc(-c4ccc5[nH]ccc5c4)cc23)c1	2.8
CCC(C(=O)NCCC1=CCCCC1)c1ccccc1 (stereo not drawn)	4.7
O=S(=O)(/N=C(\c1ccccc1)N1CCOCC1)c1ccc(Cl)cc1	0.3
O=C(COC(=O)[C@@H]1CC(O)CN1S(=O)(=O)c1ccccc1[N+](=O)[O-])Nc1ccc2ccccc2c1 (stereo partly drawn)	0.1
COc1ccc([N+](=O)[O-])cc1N(CC(=O)NCCC1=CCCCC1)S(C)(=O)=O	i
Cc1ccc2[nH]c(C)c(CCNC(=O)c3cc4cc([N+](=O)[O-])ccc4oc3=O)c2c1	i
CCCn1c(SCC(=O)c2c(C)[nH]c(C)c2C(=O)OCC)nc2ccccc21	2.1
O=C(COC(=O)c1ccccc1Br)NCc1ccccc1	i
CCOC(=O)/C=C/C(=O)OCC(=O)NC(c1ccccc1)c1ccccc1	0.3
COC(=O)C1CCCN1C(=O)COc1ccc(Br)cc1Cl (stereo not drawn)	4.4
COc1ccc(C(CCNC(C)c2ccccc2)c2ccc(F)cc2)cc1 (stereo not drawn)	i
O=C(NCCc1nc2ccccc2[nH]1)/C(=C/c1ccco1)NC(=O)c1ccc(Br)o1	2.0
COc1cccc(OCCNc2cc(N3CCOCC3)ccc2[N+](=O)[O-])c1	2.3
S=C(NCCc1ccccc1)Nc1ccc(Br)cc1	3.2
C=CCOC(=O)C1=C[C@H](C2CCCCC2)C[C@H](OCc2ccc(CO)cc2)O1	7.7
Cc1ccc(S(=O)(=O)C2C(=O)NC3(C)CC2c2ccccc2O3)cc1 (stereo not drawn)	0.0
Cc1nn(-c2ccccc2)c(Cl)c1/C=N/NS(=O)(=O)c1ccc(Br)cc1	0.0
Cc1ccc2c(C)nc(/N=C(\N)NC(=O)N3c4ccccc4Sc4ccccc43)nc2c1	0.3
COc1cccc(OC)c1C(=O)OCc1c(-c2ccccc2)ncc2ccccc12	1.4
CN1CCC(=NNc2ncnc3sc4c(c23)CCCC4)CC1	0.0
CC(=O)Nc1ccc(NC(=O)COC(=O)C2(c3ccc(Cl)cc3)CCCC2)cc1	0.5
CCCS(=O)(=O)N1CCN(Cc2ccc([N+](=O)[O-])cc2)CC1	0.3
COc1ccc2nc(SCC(=O)NC3CCCc4ccccc43)[nH]c2c1 (stereo not drawn)	0.1
Nc1cc(C(F)(F)F)cc2c1SCC(=O)N2	1.1
CCn1nc2cc(C(=O)NCc3cc(C(F)(F)F)cc(C(F)(F)F)c3)ccc2c1OC	i
CCOC12CC(C)(C)CC(C)(CC3=C1C(=O)CC(C)(C)C3)C2 (stereo not drawn)	0.8
Oc1nc(Nc2ccc(Cl)cc2Cl)sc1/C=C1\C=Nc2ccccc21	i
CS(=O)(=O)N1CCN(c2ccc(C(=O)NC34CC5CC(CC(C5)C3)C4)cc2[N+](=O)[O-])CC1	1.2
COC(=O)[C@@H]1CC[C@@](C)(c2ccc(OC)cc2)C1(C)C	i
COc1ccc(/C=N/NC(=O)CN(C2=NS(=O)(=O)c3ccccc32)c2ccccc2)cc1	1.3
COC(=O)Nc1ccc([N+](=O)[O-])cc1OC	i
C/C(CC(=O)Nc1ccccn1)=N\NC(=O)c1ccc2ccccc2c1	2.4
O=C(CCN1C(=O)c2ccccc2C1=O)C1=NN[C@@H]2C(=O)N(c3cccc(F)c3)C(=O)[C@H]12	1.3
Cc1nn(CC(=O)Nc2ccccn2)c(C)c1Br	1.1
O=C(Nc1ccc(Cl)cc1)/C(=C/c1cccc(O)c1)c1nc2ccccc2s1	i
COc1cc(OC)cc(-c2c(C#Cc3ccsc3)c3cc(-c4cccc5[nH]ccc45)ccc3n2C)c1	6.8
CCCc1nc2c(s1)CCc1onc(-c3ccc(OC)cc3)c1-2	0.6
CCN(CC)S(=O)(=O)c1ccc(N=Cc2c(C)c(C#N)c(=O)n(C)c2O)cc1	0.2
COc1cc(OC)c(NS(=O)(=O)c2ccc(Cl)c(C(=O)OC(C)C(=O)N3CCCC3)c2)cc1Cl (stereo not drawn)	i
Cc1cccc(S(=O)(=O)Nc2nc3ccccc3nc2NCc2ccc3c(c2)OCO3)c1	0.6
Cc1ccc(NC(=O)CCC(=O)N/N=C/c2cc([N+](=O)[O-])ccc2O)cc1	0.3
COc1cc(/C=N/NC(=S)N/N=C/c2cc(OC)c(OC)c(OC)c2)cc(OC)c1OC	i
CCCC(=O)Nc1cccc(NC(=S)NC(=O)C(C)Oc2ccc(Cl)cc2Cl)c1 (stereo not drawn)	1.0
CC1(C)C(C=C(Cl)Cl)C1C(=O)N(Cc1ccccc1Cl)C1CCS(=O)(=O)C1 (stereo not drawn)	29.9*
O=C(CCN1CCN(C/C=C/c2ccccc2)CC1)Nc1ccccc1F	i
CC/C(Cc1ccccc1)=N\NC(=O)c1cc(C)oc1C	0.2
O=C(COC(=O)c1cc(-c2cccs2)nn1-c1ccccc1)Nc1ccc(Cl)c([N+](=O)[O-])c1	0.1
COc1cc(/C=C/C(=O)O)cc(S(=O)(=O)Nc2ccc(F)cc2)c1OC	0.0
COc1cccc(/C=C/C(=O)OCC(=O)Nc2cc(C(F)(F)F)ccc2Cl)c1	0.1
COC(=O)NNC(=O)c1ccc(C(C)(C)C)cc1	i
COc1cc(/C=C2/NC(=O)N(Cc3ccccc3F)C2=O)ccc1Oc1ccc([N+](=O)[O-])cn1	6.6
CCOc1ccc(C(=O)NC(=S)NCc2cccnc2)cc1[N+](=O)[O-]	1.8
Nc1nc(SCC(=O)Nc2ccc([N+](=O)[O-])cc2Br)n[nH]1	0.5
COc1ccc2oc(=Nc3ccccc3)c(-c3nc4ccccc4[nH]3)cc2c1	3.8
CC(=O)NS(=O)(=O)c1ccc(NC(=O)/C=C/c2cn(-c3ccccc3)nc2-c2ccccc2)cc1	i

Structures listed so far that have a COOH group, in the order listed:
SMILES	Dengue inhibitors
O=C(O)c1ccc2c(c1)C(=O)N(NC(=O)c1ccc(O)cc1)C2=O	1.2
COc1cc(/C=C/C(=O)O)cc(S(=O)(=O)Nc2ccc(F)cc2)c1OC	0.0

Going on with the list.
SMILES	Dengue inhibitors
Cc1ccc(CSc2nnc(SCC(=O)N/N=C/c3c(C)nn(-c4ccccc4)c3C)s2)cc1	0.8
CC(=O)Oc1ccc(N(C(C)=O)S(=O)(=O)c2ccc(C)c([N+](=O)[O-])c2)cc1	0.2
CCOc1ccc(/C(C)=N/N2C(=O)C(CC(=O)Nc3ccc(OC)cc3[N+](=O)[O-])SC2=Nc2cccc(C)c2C)cc1 (stereo not drawn)	i
O=C(NC1CCCCC1)c1n[nH]c2c1CC(c1ccccc1)CC2 (stereo not drawn)	0.8
CC1CCCC(NC(=O)COC(=O)c2cccc(NS(=O)(=O)/C=C/c3ccccc3)c2)C1C (stereo not drawn)	i
COc1cc(/C=C/C(=O)c2ccc(C)c([N+](=O)[O-])c2)cc(OC)c1O	i
CCOc1ccccc1NC(=O)c1cc(C(=O)c2cc(OC)ccc2O)coc1=N	i
CCOC(=O)c1cc(-c2ccccc2)n(CC(=O)Nc2ccc(OCC)cc2)c1C	0.6
O=C(CCn1c2c(c3ccccc31)CCCC2)NNC(=O)c1ccccc1[N+](=O)[O-]	0.8
CC1CCCN(c2ccc(C(=O)NCc3ccc4c(c3)OCO4)cc2[N+](=O)[O-])C1 (stereo not drawn)	0.7
O=C(Nc1nnc(SCc2ccccc2)s1)c1cccc([N+](=O)[O-])c1	i
CCOC(=O)C(NC(=O)CC)(Nc1ccccc1)C(F)(F)F (stereo not drawn)	i
CCN(c1ccccc1)S(=O)(=O)c1cc(NC(=O)Nc2ccccc2C#N)ccc1Cl	1.0
O=C(CCc1nc2ccccc2c(=O)[nH]1)OCC(=O)c1ccc(C2CCCCC2)cc1	2.0
COCCCN(C(=S)Nc1cc(Cl)cc(Cl)c1)C(C)c1ccncc1 (stereo not drawn)	16.4*
COc1cc(CCC(=O)OCC(=O)Nc2ccccc2C(C)C)cc(OC)c1OC	0.7
CCc1ccc(CCC(=O)Nc2ncc(Cc3ccccc3Cl)s2)o1	i
CC(=O)Nc1cccc(Oc2ncnc3scc(-c4ccc(C(C)C)cc4)c23)c1	15.0*
Cc1cc(-c2n[nH]c(=S)n2/N=C/C(Cl)=C/c2ccccc2)n[nH]1	9.8
CCOC(=O)c1c(-c2ccc(OC)cc2)csc1/N=C/N(C)C	i
Cc1ccnc(NC(=S)NC(=O)c2cncc(Br)c2)c1	0.2
O=C(Nc1cccc(Cl)c1)c1ccc(Cn2cc(Cl)cn2)cc1	i
O=C(Nc1ccccc1Cl)c1ccc(COc2ccc3c(c2)CCC3)cc1	i
COCCn1c(=O)[nH]c(=O)c2cc(C(=O)c3cc(OC)ccc3O)cnc21	i
Cc1cc(C)c(C)c(N=Nc2nc3ccccc3n2C)c1C	0.4
CCC12C(=O)C(CC)(C(c3ccccc3)=C1c1ccccc1)[C@@H]1C(=O)N(c3ccc(C)cc3)C(=O)C12 (stereo partly drawn)	3.1
CCOC(=O)c1sc(Nc2nc3ccc(OC)cc3s2)cc1C	1.8
OCCCNc1nc(-c2ccc(Cl)cc2)nnc1-c1ccccc1	0.6
O=C1c2cccc(OCC(=O)N3N=C(c4cccs4)CC3c3ccc(F)cc3)c2CCN1Cc1cccnc1 (stereo not drawn)	10.8
Cc1cc(C(=O)N/N=C/c2cccc([N+](=O)[O-])c2)c(C)n1-c1ccccc1	7.0
